Rev-erbA mod = modulates human Rev-erb alpha binding to DNA; P20393; Rev-erbα–FITC-DNA binding, fluorescence polarization, 90 min; activity, % at 10 µM; 0.79% of 370,000 active;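 active = activity above about 14%, limit read from the data; passing the limit was not always enough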;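 note: 0% = DMSO wells with 35 nM protein and 100% = DMSO wells with 750 nM protein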
Target sequence (P20393 whole entry, looked up): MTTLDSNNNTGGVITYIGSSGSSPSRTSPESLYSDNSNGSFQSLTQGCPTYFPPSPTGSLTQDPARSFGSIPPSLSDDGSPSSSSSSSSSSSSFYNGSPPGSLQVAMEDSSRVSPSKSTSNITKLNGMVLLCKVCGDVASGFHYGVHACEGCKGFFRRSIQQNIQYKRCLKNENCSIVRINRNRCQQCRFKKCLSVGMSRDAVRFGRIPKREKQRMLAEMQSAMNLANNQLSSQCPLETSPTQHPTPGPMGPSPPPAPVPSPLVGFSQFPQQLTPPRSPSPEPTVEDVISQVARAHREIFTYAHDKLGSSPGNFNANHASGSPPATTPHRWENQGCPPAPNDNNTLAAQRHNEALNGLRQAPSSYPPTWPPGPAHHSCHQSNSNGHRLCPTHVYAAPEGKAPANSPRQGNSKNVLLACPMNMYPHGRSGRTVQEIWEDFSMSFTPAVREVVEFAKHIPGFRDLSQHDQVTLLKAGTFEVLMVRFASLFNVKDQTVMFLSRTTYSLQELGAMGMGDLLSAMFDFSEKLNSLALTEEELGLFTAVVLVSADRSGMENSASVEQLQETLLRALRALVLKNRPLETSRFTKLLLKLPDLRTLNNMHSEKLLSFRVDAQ
HTRA1 inh = HTRA1 (human) protease inhibition; recombinant HTRA1, FP-rhodamine activity-based probe, fluorescence polarization; inhibition, % at 5.96 µM; 0.5% of 340,000 active; in the data active = inhibition above about 36%;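 note: 0% = enzyme with DMSO and 100% = wells lacking enzyme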
Target sequence (Q92743 whole entry, looked up): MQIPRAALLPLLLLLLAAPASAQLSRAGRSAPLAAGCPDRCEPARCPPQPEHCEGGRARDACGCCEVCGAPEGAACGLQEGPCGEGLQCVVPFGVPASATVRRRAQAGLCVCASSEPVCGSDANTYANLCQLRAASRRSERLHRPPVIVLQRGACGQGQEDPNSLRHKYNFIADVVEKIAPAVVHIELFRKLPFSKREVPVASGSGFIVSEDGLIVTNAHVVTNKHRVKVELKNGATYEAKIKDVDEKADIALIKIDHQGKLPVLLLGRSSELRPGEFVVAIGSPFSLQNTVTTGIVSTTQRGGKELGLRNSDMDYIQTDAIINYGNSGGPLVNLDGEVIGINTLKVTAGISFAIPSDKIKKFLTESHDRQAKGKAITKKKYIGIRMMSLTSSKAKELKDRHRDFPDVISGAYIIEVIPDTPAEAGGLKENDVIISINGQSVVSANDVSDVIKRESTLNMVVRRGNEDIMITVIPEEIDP
An asterisk follows results filed as active; · = not tested or not shown.

The first two entries as a preview:
SMILES | Rev-erbA mod | HTRA1 inh
CC1CC(C)CN(C(=O)C2CCN(S(=O)(=O)c3cccc4cccnc34)CC2)C1 (stereo unspecified) | · | -6
C#CCOCCOCCOCCNc1nc(N2CCN(C(=O)C([C@@H](C)O)n3cc([C@@H](N)CCCCN)nn3)CC2)nc(N2CCN(C(=O)[C@H](CCCN=C(N)N)n3cc(C(N)[C@@H](C)CC)nn3)CC2)n1 (stereo partly specified) | · | 2

Main list, previewed entries included:
SMILES | Rev-erbA mod | HTRA1 inh
CC1CC(C)CN(C(=O)C2CCN(S(=O)(=O)c3cccc4cccnc34)CC2)C1 (stereo unspecified) | · | -6
C#CCOCCOCCOCCNc1nc(N2CCN(C(=O)C([C@@H](C)O)n3cc([C@@H](N)CCCCN)nn3)CC2)nc(N2CCN(C(=O)[C@H](CCCN=C(N)N)n3cc(C(N)[C@@H](C)CC)nn3)CC2)n1 (stereo partly specified) | · | 2
Cc1ccc(NC(=O)c2ccsc2)cc1NS(C)(=O)=O | · | -14
CCN(CC)CCN(C(=O)c1ccc(S(=O)(=O)N2CCCCC2)cc1)c1nc2cc3c(cc2s1)OCO3 | · | -1
COc1ccccc1CNc1ccc(N2CCCCC2)cc1 | · | 57*
CC(NC(=O)Cn1ncc(Cl)c(Cl)c1=O)C12CC3CC(CC(C3)C1)C2 (stereo unspecified) | · | -4
CCc1ccc(C(=O)NC(=S)Nc2ccccc2N2CCOCC2)cc1 | · | -26
COc1ccc2c(c1)[C@H]1[C@H](CO2)[C@H](c2ccccc2)[C@]2(C)C(=O)N(Cc3ccc(C)cc3)CC(=O)N12 | · | -8
Cc1ccc(C(=O)O)cc1N=Cc1cc(Br)cc(Br)c1O | · | 9
COC1=CC(=O)C(O)=C(CCCCCCC/C=C/CCCCCCCC2=C(O)C(=O)C=C(OC)C2=O)C1=O | · | 64*
CC(=O)NCCc1nc2cc(NC(=O)c3cccc([N+](=O)[O-])c3)ccc2n1C | · | -2
F[B-](F)(F)c1cc2cc(Br)ccc2s1 | · | 3
CCOC(=O)c1c2c(n(-c3ccc(OC)cc3)c1C)C(=O)C(=O)c1ccccc1-2 | · | 47*
CCCCC1=CC2=CC(=O)C(C)(OC(=O)CC)C(=O)C2=CN1Cc1ccco1 (stereo unspecified) | · | 26
C#CCOCCOCCOCCNc1nc(N2CCN(C(=O)[C@H]([C@@H](C)CC)n3cc([C@@H](N)CO)nn3)CC2)nc(N2CCN(C(=O)[C@H]([C@@H](C)CC)n3cc([C@@H](N)CC(C)C)nn3)CC2)n1 | · | -2
COc1ccc(CCNC(=O)c2ccc3nc(-c4ccco4)c(-c4ccco4)nc3c2)cc1OC | · | 21
C#CCOCCOCCOCCNc1nc(N2CCN(C(=O)[C@H](CCCCN)n3cc([C@@H](N)C(C)CC)nn3)CC2)nc(N2CCN(C(=O)[C@H](Cc3ccc(O)cc3)n3cc([C@@H](N)C(C)CC)nn3)CC2)n1 (stereo partly specified) | · | -1
COc1ccc2c(c1OC)C(=O)N1N=C(c3ccc(Br)cc3)CC21 (stereo unspecified) | · | 5
COc1cccc(N/C(N)=N/c2nc(C)cc(=O)[nH]2)c1 | · | 2
COc1ccc2cc3cc(C(=O)N4CCCCCC4)oc3nc2c1 | · | -34
O=C(O)c1cccc2c1C(=O)c1ccc(-c3ccc(F)cc3OCc3ccccc3)cc1S2(=O)=O | · | -32
O=C(Nc1ccc(-c2nc3ccccc3[nH]2)cc1)c1ccco1 | · | -16
CC(NC(=O)c1ccc([N+](=O)[O-])o1)C1CC2CCC1C2 (stereo unspecified) | · | 3
O=C1C=C(c2cccc(Cl)c2)C[C@@H](c2ccc(F)cc2)C1 | · | -29
O=[N+]([O-])c1cc(/C=N/N2CCN(Cc3ccccc3)CC2)ccc1Cl | · | 2
COC(=O)c1ccc(C2/C(=C(/O)c3ccc4c(c3)CC(C)O4)C(=O)C(=O)N2Cc2cccnc2)cc1 (stereo unspecified) | · | 1
CCCN(CCC)S(=O)(=O)c1ccc(C(=O)OCCN2C(=O)c3cccc4c(N5CCOCC5)ccc(c34)C2=O)cc1 | · | -3
Cc1ccc(N=Nc2c(O)n(CN3CCOCC3)c3ccccc23)cc1 | · | 0
COC(=O)C(C)n1cnc2c(nnn2-c2ccccc2)c1=O (stereo unspecified) | · | -5
Cc1ccc(S(=O)(=O)NN=C2CCC(C(C)(C)C)CC2)cc1[N+](=O)[O-] (stereo unspecified) | · | -5
CC(C)(C)OC(=O)NCCCC[C@H](NC(=O)c1[nH]cnc1C(=O)Nc1ccc(Cl)cc1)C(=O)OC(C)(C)C | · | -96
O=C(O)C1C2C=CC(C2)C1C(=O)Nc1ccc2c(c1)OCCO2 (stereo unspecified) | · | 10
O=C(COc1ccc(/C=N/NC(=O)c2cc3ccccc3o2)cc1Cl)Nc1ccccc1 | · | -36
Cc1nn(C)c(C(=O)Nc2ccc(S(=O)(=O)NC34CC5CC(CC(C5)C3)C4)cc2)c1Br | · | -115
CCN(CC)c1ccc(/C=N/Nc2ccccc2)c(O)c1 | · | 16
CC1CC=C2C(C#N)=C(N)C(C#N)(C#N)C(c3cccs3)C2C1 (stereo unspecified) | · | 4
O=C(Nc1ccc2nc3n(c(=O)c2c1)CCCC3)c1cc([N+](=O)[O-])ccc1F | · | -9
O=C(C1=C[C@H](C2CCCCC2)C[C@H](OCCCCO)O1)N1CCN(Cc2ccc3c(c2)OCO3)CC1 | · | -4
O=C1C(=Cc2ccc(Br)o2)C(=O)c2ccccc21 | · | 31
COc1ccc2cc3cc(C(=O)NCCCN4CCC(C)CC4)oc3nc2c1 | · | -2
Brc1ccccc1-c1nnc(COc2ncnc3c2cnn3-c2ccccc2)o1 | · | -4
O=C(N/N=C/c1c(O)n(-c2ccccc2Cl)c(=O)c2ccccc12)C1COc2ccccc2O1 (stereo unspecified) | · | 20
CCN(CC)CCN1C(=O)c2oc3ccccc3c(=O)c2C1c1ccccc1 (stereo unspecified) | · | 0
CN1CCc2c(sc(/N=C/c3cccs3)c2C(N)=O)C1 | · | 0
Cc1nn(-c2ccccc2)c(Cl)c1/C=C/C(=O)c1ccccc1 | · | -11
C#CCOCCOCCOCCNc1nc(N2CCN(C(=O)CCCCCCCCCCNC(=O)[C@H]([C@@H](C)CC)n3cc(CCCCCN)nn3)CC2)nc(N2CCN(C(=O)CCCCCCCCCCNC(=O)[C@@H]([C@H](C)O)n3cc(C)nn3)CC2)n1 | · | -93
CCc1ccc(N2C(=O)CC(c3ccc(F)cc3)C3=C2COC3=O)cc1 (stereo unspecified) | · | 4
O=C(NC1CCCC1)c1ccc2nc(-c3ccco3)c(-c3ccco3)nc2c1 | · | 58*
O=C1c2ccccc2C(=O)N1CCSc1ccccc1 | · | -9
C#CCOCCOCCOCCNc1nc(N2CCN(C(=O)C([C@@H](C)O)n3cc([C@@H](N)CCCCN)nn3)CC2)nc(N2CCN(C(=O)[C@H](CCCCN)n3cc(CN)nn3)CC2)n1 (stereo partly specified) | · | 4
CCOc1ccc(C(=O)CC(C(=O)O)N2CCCCC2)cc1 (stereo unspecified) | · | 2
Cc1ccc(-n2nc3c(N4CCC(C(=O)NCc5cccc(F)c5)CC4)nnc(C)c3c2C)cc1 | · | -21
Cc1cc(NC(=O)c2cccc3c2C(=O)N(C2CCCCC2)C3)ccc1Br | · | 0
COc1ccc(N(Cc2cc3cccc(C)c3[nH]c2=O)S(C)(=O)=O)cc1 | · | -3
CC1CC(C)CN(C(=O)CSC2=Nc3ccccc3C3=NC(Cc4c[nH]c5ccccc45)C(=O)N23)C1 (stereo unspecified) | · | -9
COc1cc(/C=C2\Oc3ccc(C#Cc4ccc(O)cc4)cc3C2=O)cc(OC)c1 | · | -12
CC1CCN(Cc2c(O)ccc3c2O/C(=C\c2ccco2)C3=O)CC1 | · | 16
CCOc1ccc(C(=O)Nc2cccc(-c3nc4cccnc4o3)c2)cc1Cl | · | 3
SC(COCc1ccccc1)CN1CCN(Cc2ccc3c(c2)OCO3)CC1 (stereo unspecified) | · | -5
CC1=NN(c2ccc(Cl)cc2)C(=O)C1C(c1cccc(O)c1)c1c(C)[nH]n(-c2ccc(Cl)cc2)c1=O (stereo unspecified) | · | 21
New compounds follow:
SMILES | Rev-erbA mod | HTRA1 inh
CCOc1ccc(/C=N/n2c(C)nc3ccccc3c2=O)cc1 | · | 5
O=C(C1=C[C@@H](c2ccc(C(F)(F)F)cc2)C[C@@H](OCCCCO)O1)N1CCN(Cc2ccc3c(c2)OCO3)CC1 | · | -18
CC(C)(C)c1cc2ncnc(N3CCCCC3)c2s1 | · | -7
Cc1ccc2c(c1)C(=O)N1[C@H]3c4ccccc4OC[C@@H]3[C@H](c3ccccc3)[C@]1(C)C(=O)N2 | · | -38
Cc1nn2c(NCCOCCO)c3c(nc2c1-c1ccccc1)CCCC3 | · | 6
Cn1c(SCC(=O)Nc2ccc3nc(SCC(=O)N4CCCC4)sc3c2)nnc1-c1ccc(N)cc1 | · | -1
Cc1ccc(-n2nc3c(c2NC(=O)c2ccc(S(=O)(=O)N4CCOCC4)cc2)CSC3)c(C)c1 | · | -45
C=CCNc1nnc(Cc2ccc(C(C)C)cc2)c(=O)[nH]1 | · | 3
CC1=C[C@H](C)[C@H](c2c(F)cccc2Cl)CC1=O | · | 3
COc1ccc(C(=O)c2sc3nc(-c4ccccc4)ccc3c2N)cc1 | · | -15
COc1cccc(-c2cn3nc4c(nc3n2)CCCC4)c1 | · | 9
CC(=O)Nc1ccc2ccccc2c1 | · | 8
CCNCC(=O)N1c2ccccc2CCc2ccc(NC(=O)OCC)cc21 | · | -14
COc1ccc(N=c2oc3c(OC)cccc3cc2C(=O)NCc2ccco2)cc1OC | · | 0
CCNc1oc(-c2ccccc2F)nc1S(=O)(=O)c1ccccc1 | · | 1
CCCNc1c(NS(=O)(=O)c2ccc(OC)c(OC)c2)c(=O)oc2ccccc12 | · | 0
O=c1oc2ccccc2c(O)c1Sc1c(O)c2ccccc2oc1=O | · | 23
Cc1cccc(CS(=O)(=O)c2ncc(Cl)c(C(=O)Nc3nnc(C(C)C)s3)n2)c1 | · | 6
CN(CCc1cnn(C)c1)Cc1cn[nH]c1-c1ccc(-c2ccccc2)cc1 | · | -7
CC(=O)N1CCN(S(=O)(=O)c2ccc(S(=O)(=O)NCC(C)C)cc2)CC1 | · | 5
COc1ccc2c(c1)OC[C@H]1[C@H]2N2C(=O)c3cc(Br)ccc3NC(=O)[C@@]2(C)[C@H]1c1ccccc1 | · | -75
CC1CCCN(C(=O)CCS(=O)(=O)c2ccc3c(c2)NC(=O)C(C)S3)C1 (stereo unspecified) | · | 1
CCOC(=O)CCCCCC(=O)Nc1ccc2c(c1)C(=O)N([C@H](C)CO)C[C@H](C)[C@@H](CN(C)C(=O)Nc1ccc(OC)cc1)O2 | · | 6
CCOC(=O)N1CCC(NC(=O)C2CCN(c3ccc(N4CCOCC4)nn3)CC2)CC1 | · | 1
CC(CC(c1ccccc1)c1ccccc1)NC(C)(C)C (stereo unspecified) | -3 | ·
CCCCCCCCCCCCCCCCCC(=O)OCC(O)[C@H]1OC[C@H](O)[C@H]1O (stereo partly specified) | 1 | ·
O=S(=O)(O)CCCS(=O)(=O)O | 6 | ·
CN[C@@H]1[C@H](OC2[C@H](O[C@H]3[C@H](O)[C@@H](O)[C@H](N=C(N)N)[C@@H](O)[C@@H]3N=C(N)N)O[C@@H](C)[C@]2(O)C=O)O[C@@H](CO)[C@H](O)[C@H]1O (stereo partly specified) | -5 | ·
Cc1ncc(COP(=O)(O)O)c(CN)c1O | -2 | ·
Cc1c(C)c2c(c(C)c1OC(=O)CCC(=O)OCCO)CCC(C)(CCCC(C)CCCC(C)CCCC(C)C)O2 (stereo unspecified) | 3 | ·

Rewritten with tabs: three of the compounds above.
SMILES	Rev-erbA mod	HTRA1 inh
CN[C@@H]1[C@H](OC2[C@H](O[C@H]3[C@H](O)[C@@H](O)[C@H](N=C(N)N)[C@@H](O)[C@@H]3N=C(N)N)O[C@@H](C)[C@]2(O)C=O)O[C@@H](CO)[C@H](O)[C@H]1O (stereo partly specified)	-5	·
Cc1ncc(COP(=O)(O)O)c(CN)c1O	-2	·
Cc1c(C)c2c(c(C)c1OC(=O)CCC(=O)OCCO)CCC(C)(CCCC(C)CCCC(C)CCCC(C)C)O2 (stereo unspecified)	3	·

Part of the list above in order of formula weight, lowest first.
SMILES | Rev-erbA mod | HTRA1 inh
O=c1oc2ccccc2c(O)c1Sc1c(O)c2ccccc2oc1=O | · | 23
Cc1cccc(CS(=O)(=O)c2ncc(Cl)c(C(=O)Nc3nnc(C(C)C)s3)n2)c1 | · | 6
COc1ccc2c(c1)OC[C@H]1[C@H]2N2C(=O)c3cc(Br)ccc3NC(=O)[C@@]2(C)[C@H]1c1ccccc1 | · | -75

(cont.)
SMILES | Rev-erbA mod | HTRA1 inh
CN[C@@H]1C(OC2[C@H](O[C@H]3[C@H](O)[C@@H](O)[C@H](N=C(N)N)[C@@H](O)[C@@H]3N=C(N)N)O[C@H](C)[C@]2(O)CO)O[C@@H](CO)C(O)C1O (stereo partly specified) | -2 | ·
O=C(O)C(O)[C@H](O)[C@H](O)[C@H](O)[C@H](O)CO (stereo partly specified) | 8 | ·
CC1(C)S[C@@H]2[C@@H](N3C(=O)[C@@H](c4ccccc4)NC3(C)C)C(=O)N2[C@H]1C(=O)O | -6 | ·
O=C(Oc1ccccc1)c1ccccc1O | -3 | ·
CCCCOCCOCCOCc1cc2c(cc1CCC)OCO2 | -3 | ·
O=C(O)c1cc(O)c2c(c1)[C@@H]([C@H]1c3cc(C(=O)O)cc(O)c3C(=O)c3c(O[C@H]4O[C@H](CO)[C@@H](O)[C@H](O)[C@H]4O)cccc31)c1cccc(O[C@H]3O[C@H](CO)[C@@H](O)[C@H](O)[C@H]3O)c1C2=O | -36 | ·
C[C@]12CCC(=O)C=C1CCC1C2C(=O)C[C@@]2(C)C1CC[C@]2(O)C(=O)CO (stereo partly specified) | -5 | ·
O=C1[O][Bi][O]c2ccccc21 | -7 | ·
C[C@@H]1CC2C3C[C@H](F)C4=CC(=O)C=C[C@]4(C)[C@@]3(F)[C@@H](O)C[C@]2(C)[C@@]1(O)C(=O)CO (stereo partly specified) | 6 | ·
CC(=O)[C@@]12O[C@](C)(c3ccccc3)O[C@@H]1CC1C3CCC4=CC(=O)CC[C@]4(C)C3CC[C@@]12C (stereo partly specified) | 2 | ·

Only part of the results is shown; count on the stated rates, not on these rows.
